C diff growth – inhibitors of Clostridium difficile growth; Clostridium difficile clinical isolate growth, OD600, 24 h; active compounds read low; growth activity, negative = inhibition, % at 16 µg/mL (by protocol); 86,000 compounds, 0.25% hits; AID 1259249;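 active = mean growth activity at or below -80% and every replicate also at or below -80%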;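 also: 0% = DMSO wells and -100% = levofloxacin 16 µg/mL wells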
Pf Dd2 growth – P. falciparum Dd2 growth inhibition | activity change, % at 10 µM | 94,000 compounds, 2.3% hits | AID 1159554 | SYBR Green, 72 h; active compounds read low; in the data active = activity change below about -80%
Tcruzi prolif – T. cruzi proliferation inhibition | T. cruzi beta-gal in NIH3T3, GalScreen luminescence, 90 h | inhibition, % at 8.34 µM | 77,000 compounds, 5.9% hits;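 active = mean inhibition above about 93%, with at least 55% of replicates each passing it, limit read from the data, passing the limit was not always enough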
KDM4C inh – KDM4C (human) demethylase inhibition | 96,000 compounds, 0.15% hits | inhibition, % at 12.5 µM | GST-KDM4C 2-372, H3K9me3 peptide, LANCE TR-FRET | AID 720574;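 active = mean replicate inhibition above about 25%, with at least 55% of replicates also reaching it, limit read from the data, passing the limit was not always enough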
Target sequence (Q9H3R0 2-372 limits assumed): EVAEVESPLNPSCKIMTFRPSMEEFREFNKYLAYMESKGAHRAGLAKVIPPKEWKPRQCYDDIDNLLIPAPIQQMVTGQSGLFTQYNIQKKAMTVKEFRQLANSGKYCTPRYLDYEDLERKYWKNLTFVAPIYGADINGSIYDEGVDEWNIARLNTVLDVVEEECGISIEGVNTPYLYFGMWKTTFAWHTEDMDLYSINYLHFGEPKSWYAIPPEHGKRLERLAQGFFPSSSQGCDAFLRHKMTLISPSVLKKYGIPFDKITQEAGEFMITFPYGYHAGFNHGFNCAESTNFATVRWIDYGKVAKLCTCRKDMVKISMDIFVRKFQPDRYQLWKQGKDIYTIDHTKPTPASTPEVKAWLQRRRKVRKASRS
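Material: GST-tagged GASC-1 (JMJD2C) catalytic fragment, aa 2-372 / Quantity: enzyme final amount 10 nM / Medium: HEPES buffer, pH 7.5, plus ascorbate / Doses: one test concentration per compound / Incubation: 30 min reaction, 60 min detection, RT / Measured by: LANCE TR-FRET / Read-out: inhibition from TR-FRET ratio decrease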
The depositor's hits bear a star; nt = no result given; & = joins results of further samples.

Values run as follows: C diff growth, Pf Dd2 growth, Tcruzi prolif, KDM4C inh
C/C=C/c1ccc2c(c1)O[C@@H](CN(C)C(=O)C1CCC1)[C@@H](C)CN([C@@H](C)CO)S2(=O)=O
→ nt, -3, 32, 0.4
Cc1ccccc1NC(=O)C[C@H]1CC[C@H]2[C@@H](COc3ccc(NC(=O)NC(C)C)cc3C(=O)N2C)O1
→ 2, 14, nt, 0.0
O=C(Nc1cc(F)ccc1F)N[C@@H]1CC[C@H](CCNC(=O)c2cnccn2)O[C@H]1CO
→ nt, -18, 12, 1.3
C[C@@H]1CN([C@@H](C)CO)C(=O)c2cc(NC(=O)C3CCCCC3)ccc2O[C@H]1CN(C)CC1CCCCC1
→ -2, 8, -32, 0.2
COCC#Cc1ccc2c(c1)O[C@@H](CN(C)C(=O)C1CC1)[C@H](C)CN([C@H](C)CO)S2(=O)=O
→ nt, -5, 9, 5.6
Cc1ccccc1S(=O)(=O)N1CC(=O)N2[C@H](C1)[C@H](c1ccc(C#CCN(C)C)cc1)[C@@H]2CO
→ 1, -32, nt, 1.9
C[C@@H]1CCCCO[C@H](CN(C)CC2CCCCC2)[C@H](C)CN([C@H](C)CO)C(=O)c2cc(NC(=O)Nc3cccc4ccccc34)ccc2O1
→ 4, -88*, 122, -5.5
CCC(=O)N(C)C[C@@H]1Oc2ncc(-c3ccc(C)cc3)cc2C(=O)N([C@H](C)CO)C[C@@H]1C
→ -1, 19, 45, -0.2
CCCC(=O)Nc1ccc2c(c1)OC[C@@H](C)N(Cc1nccs1)C[C@H](C)[C@@H](OC)CN(C)C2=O
→ nt, 2, 45, 0.8
C[C@@H]1CN([C@H](C)CO)C(=O)c2cc(NS(=O)(=O)c3ccccc3)ccc2O[C@@H]1CN(C)CC1CC1
→ -5, -25, -41, 0.1
O=C(C[C@@H]1C[C@H]2c3cc(NC(=O)Nc4ccccc4)ccc3O[C@H]2[C@@H](CO)O1)NCc1ccncc1
→ nt, 7, 84, 0.2
O=C(N[C@@H]1CC[C@H](CCNC(=O)C2CCCC2)O[C@H]1CO)c1ccncc1
→ -1, 1, nt, -0.2
Cc1noc(C)c1NC(=O)N[C@@H]1C=C[C@@H](CC(=O)N2CCCCC2)O[C@@H]1CO
→ 6, 9, 39, 0.6
CC(C)CC#Cc1cnc2c(c1)C(=O)N([C@@H](C)CO)C[C@@H](C)[C@H](CN(C)C(=O)C1CCOCC1)O2
→ 4, 23, 18, 1.3
CC(C)C#Cc1ccc2c(c1)O[C@H](CN(C)C(=O)c1cccnc1)[C@@H](C)CN([C@@H](C)CO)S2(=O)=O
→ -8, -4, 73, 2.3
COc1ccc(C#Cc2ccc3c(c2)[C@H]2[C@H](CCN2Cc2nccs2)[C@H](CO)N3)cc1
→ 30, -85*, nt, nt
CCCC#Cc1ccc([C@@H]2[C@H](CO)N3C(=O)CN(C(=O)CN4CCOCC4)C[C@@H]23)cc1
→ -5, 2, nt, -0.1
COc1ccc(S(=O)(=O)Nc2ccc3c(c2)C(=O)N([C@H](C)CO)C[C@H](C)[C@H](CN(C)Cc2ccc(C(F)(F)F)cc2)OCCCC[C@H](C)O3)cc1
→ 37, -44, 67, -4.9
C[C@H](CO)N1C[C@H](C)[C@@H](CN(C)CC2CCCCC2)Oc2ccc(NC(=O)Nc3ccc4c(c3)OCO4)cc2CC1=O
→ 0, -41, 16, -0.4
C[C@@H]1CN([C@H](C)CO)C(=O)c2cc(NC(=O)Nc3ccc4c(c3)OCO4)ccc2O[C@@H](C)CCCCO[C@H]1CN(C)C(=O)C1CCCCC1
→ -5, -77, 102, 0.0
C[C@H](CO)N1C[C@H](C)[C@@H](CN(C)S(C)(=O)=O)Oc2ccc(NC(=O)NC3CCCCC3)cc2CC1=O
→ 0, 1, nt, 0.7
CO[C@@H]1CN(C)C(=O)c2ccc(NS(C)(=O)=O)cc2OC[C@H](C)N(C(=O)CN(C)C)C[C@H]1C
→ nt, 33, -25, 0.6
C[C@@H]1CN([C@@H](C)CO)C(=O)c2cccc(NC(=O)C3CCCCC3)c2O[C@H]1CN(C)C(=O)NC1CCCCC1
→ -1, -8, -26, -3.5
C[C@H]1CN([C@@H](C)CO)C(=O)c2cc(Br)cnc2O[C@@H]1CN(C)Cc1ccncc1
→ -3, 39, 13, 0.8
CC(C)NC(=O)Nc1ccc2c(c1)C(=O)N([C@H](C)CO)C[C@@H](C)[C@@H](CN(C)Cc1ccc(C(F)(F)F)cc1)OCCCC[C@@H](C)O2
→ 12, nt, nt, -1.0
COc1ccc(-c2ccccc2[C@H]2[C@@H](CO)N(C(=O)C3CCCC3)[C@H]2C#N)cc1
→ -2, 15, nt, 0.1
O=C(C[C@H]1C=C[C@@H](NC(=O)Nc2ccc(C(F)(F)F)cc2)[C@H](CO)O1)NCCN1CCCC1
→ 2, -26, -98, 0.3
C[C@@H]1CN([C@H](C)CO)C(=O)c2cccc(NC(=O)c3nc4ccccc4s3)c2O[C@H]1CN(C)Cc1ccc(C(F)(F)F)cc1
→ nt, -77, 96, -1.2
COc1ccc(S(=O)(=O)Nc2cccc3c2O[C@H](CN(C)Cc2ccc(C(F)(F)F)cc2)[C@H](C)CN([C@H](C)CO)C3=O)cc1
→ 8, 11, 31, -0.5
Cc1ccc(-c2cnc3c(c2)C(=O)N([C@H](C)CO)C[C@H](C)[C@@H](CN(C)C(=O)c2ccc(F)cc2)O3)cc1
→ nt, -31, 2, -3.2
C[C@H]1CN([C@@H](C)CO)C(=O)c2cc(C#CC3(O)CCCC3)cnc2O[C@@H]1CN(C)Cc1cccnc1
→ 2, 36, -86, 0.2
C[C@@H]1CN([C@H](C)CO)C(=O)c2cccc(NC(=O)c3ccc(-c4nccs4)cc3)c2O[C@@H]1CN(C)Cc1ccc2c(c1)OCO2
→ -2, -57, -17, -0.8
C[C@H](CO)N1C[C@H](C)[C@H](CN(C)CC2CCCCC2)OCCCC[C@H](C)Oc2ccc(NC(=O)C3CCCCC3)cc2C1=O
→ -2, -43, 53, 3.1
COc1ccc(-c2ccc3n(c2=O)C[C@@H]2[C@@H](CO)[C@H](C(=O)NCCN4CCCCC4)N(C)[C@H]32)cc1
→ -1, 47, nt, 0.4
C[C@@H]1CCCCO[C@H](CN(C)C(=O)Nc2ccc(F)cc2)[C@@H](C)CN([C@H](C)CO)C(=O)c2cc(NC(=O)Nc3ccc4c(c3)OCO4)ccc2O1
→ 3, 28, -1, 1.1
COc1ccccc1-c1cn(CC[C@@H]2CC[C@H](NC(=O)NC(C)C)[C@H](CO)O2)nn1
→ 1, 3, 29, -2.2
COc1ccc(S(=O)(=O)Nc2ccc3c(c2)C(=O)N([C@@H](C)CO)C[C@@H](C)[C@H](CN(C)C(=O)C2CCCCC2)OCCCC[C@H](C)O3)cc1
→ -2, -57, 17, 9.1
CN(C)CC(=O)N[C@@H]1CC[C@@H](CCn2cc(C3CCCCC3)nn2)O[C@H]1CO
→ -1, -5, nt, 0.9
C[C@@H]1CCCCO[C@@H](CN(C)C(=O)c2ccccc2)[C@H](C)CN([C@H](C)CO)C(=O)c2cc(NS(=O)(=O)c3cn(C)cn3)ccc2O1
→ nt, 46, -11, -1.6
COCC#Cc1cnc2c(c1)C(=O)N([C@@H](C)CO)C[C@H](C)[C@H](CN(C)C(=O)CN1CCOCC1)O2
→ -1, 29, nt, 0.1

Just Pf Dd2 growth, C diff growth and Tcruzi prolif, for five of the compounds above:
structure | Pf Dd2 growth | C diff growth | Tcruzi prolif
C[C@H]1CN([C@@H](C)CO)C(=O)c2cc(C#CC3(O)CCCC3)cnc2O[C@@H]1CN(C)Cc1cccnc1 | 36 | 2 | -86
C[C@@H]1CN([C@H](C)CO)C(=O)c2cccc(NC(=O)c3ccc(-c4nccs4)cc3)c2O[C@@H]1CN(C)Cc1ccc2c(c1)OCO2 | -57 | -2 | -17
C[C@H](CO)N1C[C@H](C)[C@H](CN(C)CC2CCCCC2)OCCCC[C@H](C)Oc2ccc(NC(=O)C3CCCCC3)cc2C1=O | -43 | -2 | 53
COc1ccc(-c2ccc3n(c2=O)C[C@@H]2[C@@H](CO)[C@H](C(=O)NCCN4CCCCC4)N(C)[C@H]32)cc1 | 47 | -1 | nt
C[C@@H]1CCCCO[C@H](CN(C)C(=O)Nc2ccc(F)cc2)[C@@H](C)CN([C@H](C)CO)C(=O)c2cc(NC(=O)Nc3ccc4c(c3)OCO4)ccc2O1 | 28 | 3 | -1

Further records.
Values run as follows: C diff growth, Pf Dd2 growth, Tcruzi prolif, KDM4C inh
CCCN1C[C@H](C)[C@@H](OC)CN(C)C(=O)c2cc(NC(=O)c3ccccc3)ccc2OC[C@@H]1C
→ 7, -62, 42, 0.2
C[C@@H]1CN([C@H](C)CO)C(=O)Cc2cc(NS(=O)(=O)c3cccs3)ccc2O[C@H]1CN(C)Cc1ccccc1
→ -6, -23, 60, -1.5
CCC(=O)N1CCC2(CC1)CN(Cc1cccc(F)c1)[C@H](CO)c1c2c2ccc(OC)cc2n1C
→ 4, -57, nt, -1.9
COc1ccc(S(=O)(=O)N2C[C@H](O)COC[C@H]3O[C@H](CC(=O)NCCCN4CCOCC4)CC[C@@H]32)cc1
→ nt, 5, -12, -1.2
O=C(N[C@@H]1C=C[C@@H](CC(=O)N2CCCCC2)O[C@H]1CO)c1ccc2c(c1)OCO2
→ nt, 19, -23, 0.0
COC(=O)C[C@@H]1CC[C@@H](NC(=O)c2ccccc2)[C@H](CO)O1
→ -3, -9, -9, -0.5
C[C@@H]1CN([C@@H](C)CO)S(=O)(=O)c2ccc(Br)cc2O[C@H]1CN(C)C(=O)C1CCOCC1
→ -3, 27, nt, -0.1
CO[C@@H]1CN(C)C(=O)c2cc(NC(=O)Nc3cc(F)ccc3F)ccc2OC[C@H](C)N(C)C[C@@H]1C
→ nt, 11, -34, 1.7
COc1ccc(NC(=O)Nc2cccc3c2O[C@H](CN(C)C(=O)Nc2ccc(C(F)(F)F)cc2)[C@H](C)CN([C@H](C)CO)C3=O)cc1
→ 23, -71, 17, 4.1
C[C@@H]1CN([C@@H](C)CO)C(=O)c2cccc(NS(=O)(=O)c3ccc(F)cc3)c2O[C@@H]1CN(C)Cc1ccncc1
→ -3, 17, 30, -0.2
CC(C)NC(=O)Nc1cccc2c1O[C@H](CN(C)Cc1ccc(Oc3ccccc3)cc1)[C@H](C)CN([C@@H](C)CO)C2=O
→ 8, -71, 54, -1.5
C/C=C/c1ccc([C@@H]2[C@H](C#N)N(C(=O)NC3CCCC3)[C@H]2CO)cc1
→ 1, 12, 63, 1.6
CCCC(=O)Nc1ccc2c(c1)C(=O)N(C)C[C@H](OC)[C@H](C)CN(CCc1ccccc1)[C@@H](C)CO2
→ 10, -16, -28, 1.6
COc1ccccc1S(=O)(=O)N[C@@H]1C=C[C@@H](CC(=O)N2CCOCC2)O[C@@H]1CO
→ -3, 6, -90, -0.8
CO[C@@H]1CN(C)C(=O)c2ccc(NC(=O)c3ccccc3F)cc2OC[C@@H](C)N(C)C[C@H]1C
→ 5, 11, nt, -3.0
Cc1noc(C)c1S(=O)(=O)Nc1ccc2c(c1)C(=O)N([C@@H](C)CO)C[C@H](C)[C@@H](CN(C)C(=O)Nc1ccccc1)OCCCC[C@H](C)O2
→ -1, -12, 31, -1.7
C[C@@H]1CCCCO[C@@H](CN(C)C(=O)Nc2ccc(F)cc2)[C@H](C)CN([C@H](C)CO)C(=O)c2cc(NC(=O)Nc3ccccc3)ccc2O1
→ 3, -22, 112*, 0.7
O=C(C1CCCC1)N1C[C@@H]2[C@H](c3ccccc31)[C@H](CO)N2C(=O)Cc1ccccn1
→ -4, 0, 22, 10
C[C@@H]1CN([C@@H](C)CO)C(=O)CCCn2nncc2CO[C@H]1CN(C)Cc1ccccc1
→ nt, -19&3, -9&8, -1.2
C[C@H](CO)N1C[C@H](C)[C@H](CN(C)C(=O)Cc2ccncc2)Oc2ncc(Br)cc2C1=O
→ -3, 18, nt, 0.4
COCC(=O)Nc1ccc2c(c1)[C@H]1C[C@H](CC(=O)NCc3ccc(-c4ccccc4)cc3)O[C@H](CO)[C@H]1O2
→ -3, -50, 111*, 4.1
C[C@@H]1CN([C@@H](C)CO)C(=O)c2cccc(NC(=O)c3cnccn3)c2O[C@H]1CN(C)C(=O)Nc1cccc2ccccc12
→ 0, -21, 14, 0.1
Cc1noc(C)c1NC(=O)NCC[C@H]1CC[C@H](NC(=O)c2ccc(F)cc2)[C@@H](CO)O1
→ nt, 14, -83, 0.0
CC(=O)N(C)C[C@H]1Oc2ncc(C#CCc3ccccc3)cc2C(=O)N([C@@H](C)CO)C[C@H]1C
→ 2, 13, 10, 0.6
C[C@@H]1CN([C@H](C)CO)C(=O)c2cc(NC(=O)Nc3ccccc3)ccc2O[C@H]1CN(C)C(=O)Nc1cccc2ccccc12
→ 0, -5, -2, -0.6
O=C(Nc1ccc2c(c1)[C@H]1C[C@@H](CC(=O)N3CCOCC3)O[C@@H](CO)[C@H]1O2)NC1CCCCC1
→ nt, -5, 25, -2.0
Cc1ccccc1-c1ccc(C2[C@H]3CNC[C@@H]2N3S(=O)(=O)c2ccc(Cl)cc2)cc1 (some centres not stated)
→ 31&-20, -9&-7, nt, -0.7&-2.4
COc1ccc2c3c(n(C)c2c1)[C@H](CO)N(CC1CC1)CC31CN(C(C)=O)C1
→ 8, 15, nt, 1.5

From PubChem BioAssay
